KKLEB cytotox = reduces viability of KKLEB cystic fibrosis airway cells; KKLEB CF airway cells viability, ATPlite luminescence, overnight; active compounds read low; cells stimulated with P. aeruginosa culture filtrate; activity change (cytotoxicity), % at 5 µM; hit rate 0.36% among 360,000; AID 602141;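 active means corrected activity change at or below -50% at 5 µM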
NR2E3 ag-1 = human photoreceptor-specific nuclear receptor agonism; AID 602229; inhibition of corepressor binding, % at 3.98 µM; hit rate 0.35% among 360,000; CHO-S Gal4-NCOR/VP16-NR2E3 two-hybrid, luciferase;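 active means inhibition above the mean of all tested compounds plus 3 SD, cut at about 70% in these data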;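 further: 0% = DMSO with NR2E3 transfected cells and 100% = cells lacking NR2E3 construct; higher means lower luciferase signal from less NR2E3 corepressor binding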
Target sequence (Q9Y5X4 whole entry, looked up, the tested form may be a part): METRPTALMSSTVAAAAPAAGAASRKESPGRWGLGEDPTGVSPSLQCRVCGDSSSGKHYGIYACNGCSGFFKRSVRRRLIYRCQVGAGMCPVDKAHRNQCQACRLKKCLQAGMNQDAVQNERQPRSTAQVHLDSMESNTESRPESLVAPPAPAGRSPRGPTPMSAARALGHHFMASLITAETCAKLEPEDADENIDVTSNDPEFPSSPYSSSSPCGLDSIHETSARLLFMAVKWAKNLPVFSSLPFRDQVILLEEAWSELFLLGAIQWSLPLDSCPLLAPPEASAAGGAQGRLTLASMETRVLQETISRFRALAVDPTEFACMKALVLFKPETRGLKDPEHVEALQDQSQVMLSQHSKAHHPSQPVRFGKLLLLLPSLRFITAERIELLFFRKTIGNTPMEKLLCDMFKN
HIF-2a block = HIF-2a inhibition; hit rate 0.72% among 360,000; 786-0 RCC cells HIF-2a reporter, luciferase luminescence, overnight; inhibition, % at 18.8 µM;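 active means inhibition of the luminescence signal of 40% or more relative to plate controls, in a single-dose primary screen at 18.75 µM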
CF NFkB inh = blocks PAF-induced NF-kB reporter in cystic fibrosis cells | KKLEB NF-kB-GFP reporter, GFP fluorescence overnight | inhibition, % at 5 µM | hit rate 0.86% among 360,000 | AID 588850;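 active means at least 50% inhibition at 5 µM, scaled per plate between neutral and stimulator controls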;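 further: PAF is a Pseudomonas aeruginosa culture filtrate used as stimulus; plate controls were PAF-stimulated DMSO wells for no effect and unstimulated DMSO wells for full effect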
TRPM1 prom inh = inhibitors of MITF-driven TRPM1 promoter in melanoma cells; SK-MEL-5 TRPM1 promoter luciferase, 24 h; inhibition, % at 12.5 µM; hit rate 0.83% among 330,000; AID 488899;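 active means mean inhibition across replicates of 60% or more, whatever share of single replicates reaches that level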; further: values of inactives mirror those of a sister screen read the other way
NR2E3 ag-2 = agonists of human nuclear receptor NR2E3. inhibition of corepressor binding, % at 4.78 µM. Q9Y5X4. AID 2300. GST-NR2E3/biotin-RetCOR TR-FRET, 1536-well. hit rate 0.12% among 320,000;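 active means percent inhibition above the cutoff of mean plus 3 SD of all tested compounds, set per screening campaign, cut at about 20% in these data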;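 further: 0% = DMSO wells and 100% = biotin wells as full block of FRET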
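Test system: GST-NR2E3 and biotin-RetCOR proteins | Quantity: 1.35 nM GST-tagged NR2E3 final | Medium: Tris pH 7.5 | Also added: 7 nM biotin-RetCOR | Dosing: Compound at 4.8 µM, single dose | Timing: 5 h at 4 °C | Detection: Time-resolved FRET | Read-out basis: Percent inhibition | Benchmarks: Biotin wells as high control, 0.6% DMSO wells as low control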
Shn3 3UTR inh = inhibitors of Schnurri-3 3'UTR reporter in osteoblasts | inhibition, % at 12.5 µM | AID 588674 | hit rate 0.52% among 360,000 | Clone20 osteoblast Shn3 3'UTR firefly luciferase, 24 h;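 active means mean inhibition of at least 75% with every replicate also reaching 75%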;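 further: 0% = median of neutral control wells and 100% = pilot-screen positive control compound; some compounds past the cut are filed as inactive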
aDG glyco act = alpha-DG glycosylation activation; Pro5-aDG cells, alpha-DG glycosylation AlphaScreen (IIH6); 0% Pro5, 100% B10-LARGE cell signal; hit rate 0.22% among 360,000; activation, % at 10 µM;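 active means activation of at least 8% versus controls, or a plate z-score of at least 8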;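 further: Pro5 are CHO cells carrying HIG-tagged alpha-DG that lacks glycosylation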
Peg3 promoter = Peg3 promoter activity inhibition; HeLa PEG-Prom luciferase reporter, luminescence, overnight; inhibition, % at 20 µM; hit rate 1.7% among 360,000; AID 588405;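 active means inhibition of at least 50% at 20 µM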
iPSC survival up = increases survival of single human iPS cells; survival enhancement, % at 20 µM; hit rate 0.044% among 360,000; hiPSC single-cell survival, ATPlite luminescence; 100% = ROCK inhibitor wells, 0% = DMSO; in the data active means survival enhancement above about 18%;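 further: cells exposed to compounds for 16 hours before the ATP read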
TWEAK-Fn14 inh = inhibitors of TWEAK-Fn14 interaction signaling | TWEAK-stimulated Fn14 reporter cells, luciferase luminescence, 8 h | inhibition, % at 10 µM | hit rate 2% among 360,000 | AID 1159606; in the data active means inhibition above about 50%
An asterisk follows results filed as active; x = no result given.

item	mol	KKLEB cytotox	NR2E3 ag-1	HIF-2a block	CF NFkB inh	TRPM1 prom inh	NR2E3 ag-2
1	Cc1cccc(S(=O)Cc2ccc(C(=O)N3CCN(C(=O)c4ccco4)CC3)o2)c1 (stereo not drawn)	9	15	3	-44	3	2
2	O=C(COC(=O)c1ccccc1-n1cnnn1)c1ccc(F)cc1	13	-30	-110	-21	-55	-4
3	COCC(=O)Nc1nc2ccccc2s1	18	-67	-140	-16	-17	-3
4	O=C(COC(=O)c1cc(Br)ccc1O)NNC(=O)c1ccc([N+](=O)[O-])cc1	3	13	0	5	3	-1
5	CN(C)c1cccc(C(=O)Nc2nc3ccccc3[nH]2)c1	-21	-160	-40	-14	-12	0
6	CCOCCCNC(=O)COC(=O)/C=C/c1ccc(S(=O)(=O)N2CCc3ccccc32)cc1	-5	-8	9	0	15	2
7	O=C(c1ccccc1Cc1ccccc1)N1CCN(S(=O)(=O)c2ccc(F)cc2)CC1	1	-1	10	8	6	-1
8	CCOc1ccccc1NC(=O)CSc1nc2c(c(=O)n(C)c(=O)n2C)n1C	3	-23	12	-9	2	2
9	COc1ccc(S(=O)(=O)N(C)C[C@H]2Oc3c(NC(=O)CCC(F)(F)F)cccc3C(=O)N([C@H](C)CO)C[C@@H]2C)cc1	-1	-4	9	-25	9	x
10	Cc1cccc(C)c1OCC(=O)Nc1oc(-c2ccccc2)c(-c2ccccc2)c1C#N	-17	-5	11	17	4	1
11	COC(=O)C(NC(C)=O)(Nc1ccccc1)C(=O)OC	-2	-36	18	1	15	4
12	COCCn1c(=NC(=O)CCS(=O)(=O)c2ccccc2)sc2ccccc21	-13	-47	11	7	3	4
13	Cc1ccc(CN(Cc2ccco2)C(=S)NCC(=O)NC2CC2)cc1	8	0	14	8	2	-4
14	O=C(CCN1C(=O)/C(=C/c2ccc(F)cc2)SC1=S)NNC(=O)c1ccncc1	-2	-61	6	-9	9	-2
15	O=C(NC1CCCCC1)C(c1ccco1)N(Cc1cccnc1)C(=O)C1COc2ccccc2O1 (stereo not drawn)	19	-19	13	-4	-9	3

item	Shn3 3UTR inh	aDG glyco act	Peg3 promoter	iPSC survival up	TWEAK-Fn14 inh
1	7	-0.1	-3	-0.7	0
2	-105	0.1	-157	2.5	53*
3	-38	-0.2	-109	1.9	-15
4	2	-0.2	1	-0.3	-12
5	14	1.0	-55	-0.7	61*
6	-4	-0.2	-10	-1.7	10
7	14	-0.2	16	0.1	3
8	20	0.1	3	-0.2	13
9	1	0.1	-7	-3.1	5
10	-2	0.2	14	-3.6	44
11	-15	-0.2	4	-0.6	-7
12	6	0.3	19	-0.5	11
13	4	0.4	15	-0.1	-15
14	-15	-0.4	-1	-0.1	-5
15	-16	0.2	-18	-2.0	9

Additional structures.
item	mol	KKLEB cytotox	NR2E3 ag-1	HIF-2a block	CF NFkB inh	TRPM1 prom inh	NR2E3 ag-2
16	O=C1C(Cc2ccccc2)Nc2ncnc(N3CCN(c4ccccc4)CC3)c2N1Cc1ccccc1 (stereo not drawn)	14	23	4	-4	-7	0
17	Cc1cc(Cl)c2oc(C(=O)N3CCN(C4CCS(=O)(=O)C4)CC3)c(C)c2c1 (stereo not drawn)	-3	14	-2	-7	-4	0
18	COc1cc2c(cc1NC(=O)COC(=O)Cn1cnc3ccccc31)oc1ccccc12	9	-15	-86	-36	-6	x
19	CCC(Sc1nc2ccccc2o1)C(=O)Nc1nnc(C)s1 (stereo not drawn)	-12	10	13	-6	-5	-2
20	CCO/C=C/C(O)(CNC(=O)c1ccc(C(C)(C)C)cc1)C(F)(F)F (stereo not drawn)	-5	-9	-17	-11	-3	2
21	O=C(NCCCCNC(=O)c1ccccc1Cl)c1ccccc1Cl	-3	-3	16	2	-2	2
22	CC(=O)c1c(N2CCOCC2)nc(=S)n(-c2cc(C)ccc2C)c1C	-1	16	-50	2	-10	2
23	O=Cc1cccnc1SCc1ccccc1	11	-17	-8	9	2	2
24	C=CCN(CC=C)C(=O)Nc1cc(Cl)ccc1OC	-6	0	-25	2	0	-2
25	CN(CC(=O)Nc1cccc(F)c1)C(=O)CN1C(=O)C2CC=CCC2C1=O (stereo not drawn)	5	7	6	16	1	-4
26	Cc1cc(C)c(S(N)(=O)=O)c(C)c1N(C)S(=O)(=O)c1ccccc1	-2	0	19	-6	-1	3
27	Cc1c(CCO)c(=O)n(-c2ccccc2)n1S(=O)(=O)c1ccc(Cl)cc1	-2	-25	4	-4	5	0
28	CC(=O)Nc1ccc2nc(SCC(=O)Nc3ccc(N4CCOCC4)c(Cl)c3)sc2c1	-4	-15	-195	-20	-11	0
29	CC(C)(C)OC(=O)CNC(=O)c1nc[nH]c1C(=O)N1CCN(C(=O)OC(C)(C)C)CC1	2	7	9	-9	3	5
30	Cc1cc(/C=N/NC(=O)c2cc3ccccc3o2)c(C)n1C	-9	-23	-49	-6	-15	1

item	Shn3 3UTR inh	aDG glyco act	Peg3 promoter	iPSC survival up	TWEAK-Fn14 inh
16	-8	-0.3	3	5.0	22
17	8	0.6	-3	1.4	5
18	-16	0.1	-95	1.9	-24
19	-9	-0.2	-11	-1.0	1
20	6	0.8	4	-3.2	-4
21	-3	0.0	9	-0.4	-6
22	2	0.0	-68	1.5	5
23	-38	-0.1	-6	-0.5	-38
24	5	0.1	2	1.4	-2
25	-12	0.1	-3	2.1	12
26	8	-0.4	-5	-0.2	7
27	-6	-0.2	-6	1.9	-7
28	-15	-0.3	-189	-0.6	-18
29	-21	-0.1	8	-1.0	-1
30	2	-0.4	-15	-0.4	-11

Brought forward from above: four entries; new compounds follow.
item	mol	KKLEB cytotox	NR2E3 ag-1	HIF-2a block	CF NFkB inh	TRPM1 prom inh	NR2E3 ag-2
27	Cc1c(CCO)c(=O)n(-c2ccccc2)n1S(=O)(=O)c1ccc(Cl)cc1	-2	-25	4	-4	5	0
28	CC(=O)Nc1ccc2nc(SCC(=O)Nc3ccc(N4CCOCC4)c(Cl)c3)sc2c1	-4	-15	-195	-20	-11	0
29	CC(C)(C)OC(=O)CNC(=O)c1nc[nH]c1C(=O)N1CCN(C(=O)OC(C)(C)C)CC1	2	7	9	-9	3	5
30	Cc1cc(/C=N/NC(=O)c2cc3ccccc3o2)c(C)n1C	-9	-23	-49	-6	-15	1
31	COC(=O)c1ccccc1Oc1nc(Cl)cc(OC)n1	1	3	16	16	-1	-3
32	COc1ccccc1NC(=O)c1cc2ccc(O)cc2o/c1=N\O	-14	-29	-229	10	-34	-1
33	COc1ccc(-n2c(=S)[nH]c3cc(C(=O)NCCCN4CCOCC4)ccc3c2=O)cc1OC	2	6	11	14	-4	0
34	Cc1ccccc1S(=O)(=O)Cc1ccc(C(=O)NCCCOC(C)C)o1	4	18	17	-5	6	-3
35	CC1CCCCN1C(=O)c1cc(-c2ccc3c(c2)OCO3)on1 (stereo not drawn)	0	-187	-153	4	-135	0
36	O=C(c1ccc(NS(=O)(=O)c2ccc3c(c2)OCCO3)cc1)N1CCCCC1	-1	10	16	3	10	0
37	Clc1ccc(-c2csc3ncnc(NCCN4CCOCC4)c23)cc1	-13	-24	22	44	1	0
38	NC(=O)CNc1ncc(C(F)(F)F)cc1Cl	-9	-6	20	1	4	6
39	O=C(CSc1nnc(-c2cccs2)n1-c1cccc(Cl)c1)c1cccc2c1OCCO2	7	-12	-5	-3	-7	-2
40	O=C(NCCc1cccc(Cl)c1)C1CCC(=O)N(Cc2ccc(Cl)cc2)C1 (stereo not drawn)	-2	-12	9	-3	-2	0
41	CC(OC(=O)C1=Cc2ccccc2OC1)C(=O)NCc1ccco1 (stereo not drawn)	2	-18	-5	-7	3	3
42	O=C(O)C1C2C=CC(C2)C1C(=O)NCCc1ccccc1 (stereo not drawn)	1	-10	9	2	6	-1
43	CC1CCN(c2c([N+](=O)[O-])c(=O)oc3ccccc23)CC1	-2	-5	14	13	40	-1
44	Cc1ccc(OCCN(C)C(=O)CC2C(=O)NCCN2CC(C)(C)C)cc1 (stereo not drawn)	3	-5	12	9	-11	4

item	Shn3 3UTR inh	aDG glyco act	Peg3 promoter	iPSC survival up	TWEAK-Fn14 inh
27	-6	-0.2	-6	1.9	-7
28	-15	-0.3	-189	-0.6	-18
29	-21	-0.1	8	-1.0	-1
30	2	-0.4	-15	-0.4	-11
31	2	0.2	6	1.2	6
32	5	-0.3	-115	0.0	18
33	-1	-0.1	11	-0.4	-10
34	5	-0.1	6	0.5	-3
35	-100	-0.1	-323	-0.3	24
36	3	0.2	16	-0.3	7
37	11	0.5	14	0.8	18
38	-3	-0.1	1	-0.5	0
39	-1	0.1	8	-1.1	6
40	-10	-0.1	5	0.6	3
41	3	0.6	-5	-2.0	2
42	-14	-0.1	-4	-1.2	-10
43	-17	-0.1	30	-1.7	3
44	2	-0.2	23	-1.1	-3

Reformatted bar-delimited: entries from further up.
entry | SMILES | KKLEB cytotox | NR2E3 ag-1 | HIF-2a block | CF NFkB inh | TRPM1 prom inh | NR2E3 ag-2 | Shn3 3UTR inh | aDG glyco act | Peg3 promoter | iPSC survival up | TWEAK-Fn14 inh
28 | CC(=O)Nc1ccc2nc(SCC(=O)Nc3ccc(N4CCOCC4)c(Cl)c3)sc2c1 | -4 | -15 | -195 | -20 | -11 | 0 | -15 | -0.3 | -189 | -0.6 | -18
30 | Cc1cc(/C=N/NC(=O)c2cc3ccccc3o2)c(C)n1C | -9 | -23 | -49 | -6 | -15 | 1 | 2 | -0.4 | -15 | -0.4 | -11

Compound activity (PubChem BioAssay)
